Apoferritin bind: binds horse apoferritin like a general anesthetic. P02791. apoferritin/1-aminoanthracene competitive binding, fluorescence. Potency, µM (doses to about 77.5 µM), without a hit: at the top dose activity change, negative = displacement, actives largely listed as inhibitors. 0.074% of 350,000 active; also: potency is read from the fitted curve at half-maximal effect; % is scaled to controls: 0 for no effect and ±100 for the full control effect; nearly all actives have a fitted effect of over 20% in size
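Read-out: endpoint 1-AMA fluorescence, excitation 380 nm and emission 535 nm, after compounds sit 10 min at room temperature with 10 uM horse-spleen apoferritin in 50% saturated 1-AMA/PBS. Values come from four-parameter Hill fits.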
Pol iota inh: DNA polymerase iota (human) inhibition. Potency, µM (highest dose often 115 µM), inactives show at the highest dose activity, negative = inhibition, usual class: inhibitors. Pol iota fluorescent replication assay, 10 min. Q9UNA4. 1% of 390,000 active; also: potency is read from the fitted curve at half-maximal effect
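Pol iota at 10 nM preincubated 15 min with compounds at room temperature; reaction started with fluorescent substrate, 50 nM final. Fluorescence read kinetically at 0 and 10 min; buffer-only wells as negative control.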
ERG Ets-DNA blk: inhibitors of human ERG Ets domain-DNA interaction | fluorescence polarization, His-ERG Ets domain / labelled DNA | Potency, µM (doses to about 76.9 µM), for inactives: at the top dose FP activity, negative = inhibition, hits mostly inhibitors | 0.028% of 370,000 active | P11308; active = well fitted inhibition curve with a large enough effect in the polarisation, with a control signal flat; inconclusive = small, poorly fitted or top-dose-only effect, or effect the other way, or a change in a side signal; inactive = no such curve, though single readings can be large or run the other way; the % refers to the polarisation;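 also: polarization taken with two DNA probes labelled with fluorescein and Texas red; potency is read from the fitted curve at half-maximal effect; % of control where 0% means no effect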
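His-tagged ERG Ets domain (1 uM in the protein solution; 300mM KCl, 50mM Tris-HCl, 1mM EDTA, 1mM DTT, pH 7.5) received compound, then a probe mix of 5 nM fluorescein-DNA and 100nM Texas-615-DNA. Fluorescence polarization was read for both dyes.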
ALOX12 inh: inhibitors of human 12S-lipoxygenase ALOX12. P18054. purified 12hLO, xylenol orange hydroperoxide absorbance. Potency, µM (titrated, usually from 108 µM), for inactives: at the top dose activity change, negative = inhibition, usual class: inhibitors. 1.1% of 580,000 active. AID 1671190; also: potency is read from the fitted curve at half-maximal effect; % is scaled to controls: 0 for no effect and ±100 for the full control effect
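Hydroperoxide product was detected by ferrous iron/xylenol orange as the 573 to 405 nm absorbance ratio. Arachidonic acid at 40 uM (final) was turned over for 30 min at room temperature by 150 nM human 12hLO, pH 7.0 Hepes buffer, after 15 min compound preincubation.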
Pol beta inh: DNA polymerase beta (human) inhibition; P06746; Pol beta primer extension/strand displacement, fluorescence kinetic; Potency, µM (doses to about 114 µM), without a hit: at the top dose activity change, negative = inhibition, hits mostly inhibitors; 1.3% of 340,000 active; also: potency is read from the fitted curve at half-maximal effect; % is scaled to controls: 0 for no effect and ±100 for the full control effect
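Preincubation: enzyme (10 nM) with compound, 15 min, RT. Reaction: substrate added to 50 nM final. Reads: 0 and 10 min. Analysis: normalized, Hill fit.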
BLM helicase inh: blocks DNA unwinding by human BLM helicase. Potency, µM (top dose mostly 56.1 µM), for the others: at the top dose activity change, negative = inhibition, actives largely listed as inhibitors. recombinant BLM DNA unwinding, fluorescence dequenching. 0.2% of 350,000 active;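 also: potency is read from the fitted curve at half-maximal effect; plate controls were vehicle for no effect and no enzyme for full effect; nearly all actives have a fitted effect of over 35% in size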
Target sequence (P54132 whole entry, looked up): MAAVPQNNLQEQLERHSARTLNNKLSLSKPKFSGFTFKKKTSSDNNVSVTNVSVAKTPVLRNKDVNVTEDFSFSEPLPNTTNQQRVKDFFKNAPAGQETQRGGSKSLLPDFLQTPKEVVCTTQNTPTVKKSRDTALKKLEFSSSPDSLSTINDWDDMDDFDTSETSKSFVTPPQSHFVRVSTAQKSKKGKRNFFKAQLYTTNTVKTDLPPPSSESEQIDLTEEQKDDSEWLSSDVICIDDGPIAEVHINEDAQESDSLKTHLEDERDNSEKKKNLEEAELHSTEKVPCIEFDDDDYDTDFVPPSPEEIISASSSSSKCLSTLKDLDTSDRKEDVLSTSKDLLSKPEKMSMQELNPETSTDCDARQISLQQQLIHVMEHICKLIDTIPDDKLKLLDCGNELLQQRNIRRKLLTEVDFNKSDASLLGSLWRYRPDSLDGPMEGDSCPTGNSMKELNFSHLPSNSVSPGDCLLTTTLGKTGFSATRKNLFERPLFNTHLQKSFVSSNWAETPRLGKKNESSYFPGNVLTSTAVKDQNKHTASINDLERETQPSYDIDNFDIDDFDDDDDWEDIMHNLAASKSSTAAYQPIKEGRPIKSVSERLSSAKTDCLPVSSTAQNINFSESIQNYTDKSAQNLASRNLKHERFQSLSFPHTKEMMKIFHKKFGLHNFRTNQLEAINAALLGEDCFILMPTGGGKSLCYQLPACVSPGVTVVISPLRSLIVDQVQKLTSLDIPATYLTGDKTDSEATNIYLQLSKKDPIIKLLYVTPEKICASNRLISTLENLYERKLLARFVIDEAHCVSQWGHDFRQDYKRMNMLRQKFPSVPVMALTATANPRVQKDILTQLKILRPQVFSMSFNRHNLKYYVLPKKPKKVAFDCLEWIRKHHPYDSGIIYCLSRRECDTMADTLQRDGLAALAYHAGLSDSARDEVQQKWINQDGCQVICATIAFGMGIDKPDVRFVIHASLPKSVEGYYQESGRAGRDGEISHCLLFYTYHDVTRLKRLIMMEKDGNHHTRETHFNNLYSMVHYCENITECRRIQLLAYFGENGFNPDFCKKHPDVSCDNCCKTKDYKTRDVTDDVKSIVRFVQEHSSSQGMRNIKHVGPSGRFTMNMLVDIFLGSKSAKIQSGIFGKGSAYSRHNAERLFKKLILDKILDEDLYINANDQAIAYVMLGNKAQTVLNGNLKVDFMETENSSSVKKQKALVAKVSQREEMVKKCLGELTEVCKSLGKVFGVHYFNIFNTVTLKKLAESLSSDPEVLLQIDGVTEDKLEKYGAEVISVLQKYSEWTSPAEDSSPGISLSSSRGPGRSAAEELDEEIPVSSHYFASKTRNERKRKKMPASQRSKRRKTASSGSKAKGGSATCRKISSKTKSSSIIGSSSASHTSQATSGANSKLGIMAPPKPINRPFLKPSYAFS
TRHR ag: activates the human TRH receptor | P34981 | activation, % at 2 µM | AID 493084 | 0.18% of 360,000 active | TRHR cells, calcium flux fluo-8, FDSS agonist mode; in the data active = activation above about 30%; also: 0% is about no effect
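TRHR-expressing cells, plated overnight in medium with 10% serum, were loaded with fluo-8 calcium dye at room temperature. After a 10 s baseline, library compound was pin-added and calcium release was recorded kinetically (ex 480/em 530) as agonist response.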
APEX1 inh: blocks human APE1 abasic DNA cleavage; P27695; recombinant APE1, TAMRA/BHQ-2 abasic DNA cleavage fluorescence; Potency, µM (doses to about 65.8 µM), for the others: at the top dose activity change, negative = inhibition, actives largely listed as inhibitors; 0.35% of 350,000 active;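 also: potency is read from the fitted curve at half-maximal effect; plate controls were vehicle for no effect and reference inhibitor for full effect; nearly all actives have a fitted effect of over 55% in size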
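Incision of a quenched TAMRA/BHQ-2 THF abasic-site duplex (50 nM) by 0.75 nM APE1, after 15 min compound preincubation, measured as fluorescence increase over three 60 s reads. Values normalized to buffer, DMSO and NSC13755 control wells.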
Pol kappa inh: DNA polymerase kappa (human) inhibition; Q9UBT6; purified Pol kappa, fluorescent DNA synthesis assay, 10 min; Potency, µM (top dose mostly 107 µM), for inactives: top-dose activity, negative = inhibition, actives largely listed as inhibitors; 0.53% of 400,000 active; also: potency is read from the fitted curve at half-maximal effect; % is scaled to controls: 0 for no effect and ±100 for the full control effect
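Pol kappa 10 nM + cpd, 15 min RT; start w/ substrate 50 nM final; fluorescence kinetic read, 0 and 10 min. Neg ctrl: buffer, no enzyme.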
The depositor's hits bear a star; ? = inconclusive; / = no result given; & = joins results of further samples; [ ] = dose if it differs, or a comment. Unless noted, calls follow the shape of the dose curve; as a rule, active = well fitted curve in the direction sought with a large enough effect; inconclusive = small, poorly fitted or top-dose-only effect, or another doubt; inactive = no such curve, though single readings can be large; an effect the other way counts as inactive or inconclusive. Some of the compounds tested. The share of hits here may be higher or lower than overall.

No.	Compound	Apoferritin bind	Pol iota inh	ERG Ets-DNA blk	ALOX12 inh	Pol beta inh
1	CCOC(=O)Cc1csc(NC(=O)Nc2cccc(OC)c2)n1	-18%	2%[58.9 µM]	1%	?	4%
2	O=c1[nH]c2cc3c(cc2cc1C(c1nnnn1CC1CCCO1)N1CCCC1)OCO3 (stereo not drawn)	-10%	1%	-3%	-24%	22%
3	CCSc1nc2ccc(N3C(=O)C4C5C=CC(C5)C4C3=O)cc2s1 (stereo not drawn)	?	-17%	-9%	-14%	6%
4	c1cc2c(cc1OCCNC1CCCC1)CCC2	-7%	/	/	/	2%
5	NC(=O)Nc1ccc(Oc2c(F)c(F)c(F)c(F)c2F)cc1	?	5%	2%	124%[activator]	-9%
6	COc1ccccc1C(=O)NC(CCSC)C(=O)NNC(=O)c1ccc(F)cc1 (stereo not drawn)	-2%	5%	7%	-5%	2%
7	CC(C)c1ccc(NC(=O)CSC2=Nc3ccccc3C3=NC(CC(=O)NC4CCCCC4)C(=O)N23)cc1 (stereo not drawn)	-4%	6%	-5%	-28%	17%
8	CCn1cc(CN2CCC(C(=O)Nc3cccc(-c4cccc(OC)c4)c3)CC2)c(C)n1	-5%	18%	5%	7%	-5%
9	CN1C(=O)CC(NNC(=O)c2ccccc2)C1=O (stereo not drawn)	-8%	10%	-5%	?	6%
10	Cc1ccccc1CSCCNC(=O)CCSc1ccccc1	-21%	-2%	5%	-7%	15%
11	CCN(CC)Cc1c(O)ccc2occ(C(=O)c3ccc(OC)cc3)c12	9%	-1%	1%	0%	-21%
12	N#C/C(=C\c1ccc(N2CCCCC2)o1)C(N)=O	-15%	-2%	-9%	-21%	-1%
13	COCCCn1c(=O)c2sccc2n2c(CCCC(=O)NCc3ccccc3)nnc12	-7%	?	3%	2%	33%
14	COc1ccc(CN2CC(C(=O)NCC3CCCO3)CC2=O)cc1 (stereo not drawn)	-8%	8%	1%	1%	4%
15	CC(C)c1ccc(S(=O)(=O)/N=C2/C=C(Sc3ncn[nH]3)C(=O)c3ccccc32)cc1	-15%	3.5µM*	-2%	/	22µM*

No.	BLM helicase inh	TRHR ag	APEX1 inh	Pol kappa inh
1	10%	-1.5	8%	-8%
2	-1%	-0.1	9%	-8%
3	3%	-0.6	-2%	-4%
4	1%	0.3	-1%	/
5	-7%	0.4	-1%	-16%
6	0%	-1.6	46%[activator]	-1%
7	-5%	-0.2	/	-3%[60.1 µM]
8	1%	0.0	34%	-9%
9	0%	0.0	2%	-7%
10	-9%	0.7	1%	-15%
11	-12%	-0.4	-4%	-14%
12	-1%	21	4%	-6%
13	1%	-0.2	22%	1%
14	1%	1.3	-2%	-6%
15	10µM*	-1.6	4%	79µM*

Next part:
No.	Compound	Apoferritin bind	Pol iota inh	ERG Ets-DNA blk	ALOX12 inh	Pol beta inh
16	O=C(c1n[nH]c2ccccc12)N1CCN(S(=O)(=O)c2ccc3ccccc3c2)CC1	-11%	-8%	-10%	0%	-3%
17	CCCc1cc(=O)oc2cc(C)cc(OCC(=O)N[C@@H](CSCc3ccccc3)C(=O)O)c12	-9%	16%	-3%	1%	31%
18	CCOc1cc(-c2ccc(OC(=O)c3ccc(Cl)cc3)c(OC)c2)cc(=O)c2c(C)oc(C)c12	-16%	-5%	-2%	0%	?
19	CC(C)Oc1ccc(N2CC(C(=O)Nc3ccc(N4CCOCC4)cc3)CC2=O)cc1 (stereo not drawn)	5%	0%	10%	-2%	-3%
20	CC(=O)Nc1c([N+](=O)[O-])cc(C)c(Cl)c1[N+](=O)[O-]	-6%	21%	3%	4%	-2%
21	COCCCn1c(C(C)C)nc2oc3cc(OC)ccc3c(=O)c2c1=O	-11%	17%	2%	3%	?
22	c1ccc(-c2nnc(-c3c[nH]c4ccccc34)nc2-c2ccccc2)cc1	-21%	6%	5%	9%	-5%
23	Cc1ccc(NC(=O)c2ccc(S(=O)(=O)N3CC(C)CC(C)C3)cc2)cc1S(=O)(=O)N1CCOCC1 (stereo not drawn)	/	-4%	-8%	0%	/
24	COc1ccc(CCNC(=O)CCc2ccc(S(=O)(=O)NCC(C)C)cc2)cc1	3%	163%[activator]	6%	11%	13%
25	COC(=O)C1(Cc2cc(-c3ccc(OC)cc3OC)no2)CCN(C(=O)OC(C)(C)C)CC1	6%	0%	-5%	-3%	4%
26	COc1ccc2[nH]cc(CCNc3cc(-c4cccc(C#N)c4)ncn3)c2c1	/	/	/	?	/
27	Cc1ccc(/C=N/NC(=O)c2cccc(NC(=O)c3ccccc3Cl)c2)o1	-11%	2%	-5%	5%	-28%
28	O=C(NC(=S)NNC(=O)[C@H]1C[C@@H]1c1ccccc1)c1ccc(F)cc1	7%	42%[activator]	2%	13%	-2%
29	Cc1ccc(NC(=O)C2(C)Cc3ccccc3C(=O)O2)cc1 (stereo not drawn)	?	4%	5%	0%	6%
30	Nc1ccc(-c2nc3ccccc3o2)cc1	0%	?	23%	0%	-2%

No.	BLM helicase inh	TRHR ag	APEX1 inh	Pol kappa inh
16	-11%	-0.1	?	-14%
17	-1%	-1.1	4%	0%
18	-2%	1.0	/	-4%
19	-10%	0.3	2%	-17%
20	-4%	-0.2	-6%	-10%
21	-1%	-0.2	?	-8%
22	-19%	0.6	5%	-12%
23	/	/	/	-6%
24	-6%	-0.2	5%	-5%
25	-8%	-0.5	0%	-2%
26	-2%	/	16%	-2%[60.1 µM]
27	-5%	0.1	3%	-25%
28	-2%	11	21%	-1%
29	-1%	-0.1	25%	-4%
30	1%	-0.6	73%[activator]	8%

Next part:
No.	Compound	Apoferritin bind	Pol iota inh	ERG Ets-DNA blk	ALOX12 inh	Pol beta inh
31	Cc1cccc(C)c1NC(=O)CNC(=O)c1ccncc1	0%	25%	-3%	-4%	39%
32	Cc1ccc(C)c(Cn2c3ccccc3c3cnn(CC(=O)NCc4ccccn4)c(=O)c32)c1	-23%	?	9%	41%[activator]	9%
33	CCc1cc(=O)oc2cc(C)cc(OC(C)C(=O)NCc3ccncc3)c12 (stereo not drawn)	3%	38%[activator]	3%	4%	10%
34	CCCN1CCC(NC(=O)Nc2ccccc2C(=O)OC)CC1	-17%	8%	0%	3%	-26%
35	COc1cc(C(=O)C(=O)c2ccc(O)c(OC)c2)ccc1O	-4%	16%	-5%	-8%	18%
36	Cc1cc(C)c(C(=O)OCc2csc(CC(=O)Nc3ccccc3C)n2)c(C)c1	-11%	-7%	4%	-51%	5%
37	COC(=O)Cc1[nH]nc2c1C(c1ccc(O)c(OC)c1)C(C#N)=C(N)O2 (stereo not drawn)	-10%	8.9µM*	6%	17%	-2%
38	COc1ccc(S(=O)(=O)N2CCc3cc(OC)c(OC)cc3C2)cc1	-11%	?	-3%	-13%	0%
39	Cc1sc(-n2c(C)cc(/C=N/n3cnnc3)c2C)c(C#N)c1C	-16%	-13%[58.9 µM]	-4%	26%	-20%
40	COC(=O)c1ccc(Oc2nc(NC(C)C)nc(NC(C)C)n2)cc1	-8%	14%	-1%	-10%	?
41	CCCCNC(=O)c1onc(CSc2cc(C)cc(C)c2)c1C(=O)O	-9%	9%	-3%	?	3%
42	COc1ccc(O)c(/C=N/NC(=O)c2cccc(N3CCCC3=O)c2)c1	-1%	?	-2%	0%	18%
43	Cc1ccc(S(=O)(=O)NC(=O)c2ccc(Br)o2)c(C)c1	0%[110 µM]	-1%	1%	-8%	1%
44	Cn1nc(-c2ccc(Cl)cc2)c2cc(C(=O)NCC3CCCO3)sc21 (stereo not drawn)	-13%	-12%	-6%	-19%	2%
45	Cc1ccc(NC(=O)c2sc3nc(C)cc(C)c3c2N)cc1	49%[activator]	140%[activator]	0%	1%	-1%
46	COc1ccccc1OCc1csc(N)n1	-10%	19%	3%	-8%	4%

No.	BLM helicase inh	TRHR ag	APEX1 inh	Pol kappa inh
31	-1%	1.1	2%	-16%
32	-12%	-1.1	-10%	-5%
33	-1%	-0.2	23%	-4%
34	-4%	0.5	-1%	-4%
35	-5%	1.1	6%	7%
36	-16%	0.3	8%	-3%
37	-4%	0.4	2%	-32%
38	-6%	-1.0	0%	-20%
39	-2%	-1.4	2%	-9%
40	-6%	-0.1	?	-11%
41	-2%	0.1	1%	-1%
42	-9%	0.8	44%	0%
43	3%[75.6 µM]	0.0	-1%&-5%	-4%&4%
44	-12%	-0.7	?	-11%
45	-1%	-0.3	-10%	0%
46	0%	-0.3	-1%	8%

Ordered by the number under Pol kappa inh (highest first): 5 from the list above.
# | Structure | Apoferritin bind | Pol iota inh | ERG Ets-DNA blk | ALOX12 inh | BLM helicase inh | TRHR ag | Pol kappa inh
46 | COc1ccccc1OCc1csc(N)n1 | -10% | 19% | 3% | -8% | 0% | -0.3 | 8%
36 | Cc1cc(C)c(C(=O)OCc2csc(CC(=O)Nc3ccccc3C)n2)c(C)c1 | -11% | -7% | 4% | -51% | -16% | 0.3 | -3%
32 | Cc1ccc(C)c(Cn2c3ccccc3c3cnn(CC(=O)NCc4ccccn4)c(=O)c32)c1 | -23% | ? | 9% | 41%[activator] | -12% | -1.1 | -5%
44 | Cn1nc(-c2ccc(Cl)cc2)c2cc(C(=O)NCC3CCCO3)sc21 (stereo not drawn) | -13% | -12% | -6% | -19% | -12% | -0.7 | -11%
31 | Cc1cccc(C)c1NC(=O)CNC(=O)c1ccncc1 | 0% | 25% | -3% | -4% | -1% | 1.1 | -16%

With a hit mark in BLM helicase inh, among the entries above:
nr | structure | Apoferritin bind | Pol iota inh | ERG Ets-DNA blk | ALOX12 inh | BLM helicase inh | TRHR ag | Pol kappa inh
15 | CC(C)c1ccc(S(=O)(=O)/N=C2/C=C(Sc3ncn[nH]3)C(=O)c3ccccc32)cc1 | -15% | 3.5µM* | -2% | / | 10µM* | -1.6 | 79µM*

Compound activity as filed in PubChem BioAssay.
